High-throughput results from PubChem.
C diff HTS = inhibitors of Clostridium difficile growth | actives 0.25% (n = 86,000) | growth activity, negative = inhibition, % at 16 µg/mL (by protocol) | Clostridium difficile clinical isolate growth, OD600, 24 h; stronger effect = lower value;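 active means mean growth activity at or below -80% and every replicate also at or below -80%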;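 further: 0% = DMSO wells and -100% = levofloxacin 16 µg/mL wells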
KDM4C inh = KDM4C (human) demethylase inhibition | Q9H3R0 | GST-KDM4C 2-372, H3K9me3 peptide, LANCE TR-FRET | inhibition, % at 12.5 µM | actives 0.15% (n = 96,000) | AID 720574;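 active means mean replicate inhibition above about 25%, with at least 55% of replicates also reaching it, limit read from the data, passing the limit was not always enough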
Target sequence (Q9H3R0 2-372 limits assumed): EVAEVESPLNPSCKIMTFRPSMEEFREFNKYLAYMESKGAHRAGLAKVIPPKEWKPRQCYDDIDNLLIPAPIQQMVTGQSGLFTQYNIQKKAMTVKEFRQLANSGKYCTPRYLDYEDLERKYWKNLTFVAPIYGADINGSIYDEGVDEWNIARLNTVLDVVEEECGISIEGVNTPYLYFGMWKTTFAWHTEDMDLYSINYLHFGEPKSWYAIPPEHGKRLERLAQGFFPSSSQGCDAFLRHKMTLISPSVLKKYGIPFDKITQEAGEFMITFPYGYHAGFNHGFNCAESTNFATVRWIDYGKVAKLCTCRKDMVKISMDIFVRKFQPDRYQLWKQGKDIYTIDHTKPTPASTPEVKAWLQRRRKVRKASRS
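Test system: N-terminal GST-fused human GASC-1 (KDM4C) fragment, residues 2-372; quantity: GASC-1 enzyme at 10 nM final in reaction; dosing: single dose; schedule: 30 min demethylation and 1 h detection at room temperature; signal: LANCE TR-FRET, excitation 340 nm, emissions 618 and 671 nm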
T cruzi growth = blocks T. cruzi growth in NIH3T3 culture. T. cruzi beta-gal in NIH3T3, GalScreen luminescence, 90 h. inhibition, % at 8.34 µM. actives 5.9% (n = 77,000). AID 624255;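 active means mean inhibition above about 93%, with at least 55% of replicates each passing it, limit read from the data, passing the limit was not always enough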
Pf Dd2 inh = blocks growth of Plasmodium falciparum Dd2 parasites; P. falciparum Dd2 growth, SYBR Green, 72 h; stronger effect = lower value; activity change, % at 10 µM; actives 2.3% (n = 94,000); in the data active means activity change below about -80%
* = called active by the depositor; . = not tested or not shown; & = joins results of further samples.

Values run as follows: C diff HTS, KDM4C inh, T cruzi growth, Pf Dd2 inh
CCNC(=O)Nc1ccc2c(c1)C(=O)N(C)[C@H]1CC[C@@H](CC(=O)NC3CCCCC3)O[C@@H]1CO2
→ -3, -0.3, 32, 8
COc1ccc2c3c([nH]c2c1)[C@H](CO)N(Cc1ccc2c(c1)OCO2)CC31CN(C(=O)Nc2c(C)noc2C)C1
→ 1, -0.2, ., -4
C[C@@H]1CN([C@H](C)CO)C(=O)Cc2cc(NC(=O)Nc3ccc(C(F)(F)F)cc3)ccc2O[C@H]1CN(C)C(=O)NC1CCCCC1
→ 1, ., 44, -53
C[C@@H]1CN([C@H](C)CO)C(=O)c2cc(N(C)C)ccc2O[C@@H](C)CCCCO[C@H]1CN(C)Cc1ccncc1
→ -1, 2.9, 34, 12
CCCNC(=O)[C@H]1[C@H](CO)[C@H]2Cn3c(ccc(C4=CCCC4)c3=O)[C@H]2N1C(=O)CC
→ 1, 2.3, 7, 4
CO[C@H]1CN(C)C(=O)c2cc(NC(=O)c3cc(C)on3)ccc2OC[C@@H](C)N(C(=O)C2CC2)C[C@@H]1C
→ 2, 0.3, 3, 2
C[C@@H]1CN([C@H](C)CO)C(=O)c2cc(NC(=O)C3CCCCC3)ccc2O[C@H]1CN(C)Cc1ccc2c(c1)OCO2
→ -1, 3.6, -19, 15
CC=Cc1ccc2n(c1=O)C[C@H]1[C@H](CO)[C@@H](C(=O)NCc3ccccc3Cl)N(S(C)(=O)=O)[C@@H]21 (mixture of isomers)
→ -9, 8.8, 107*, .
C[C@@H]1CCCCO[C@H](CN(C)Cc2ccccc2)[C@@H](C)CN([C@@H](C)CO)C(=O)c2cc(NC(=O)c3ccncc3)ccc2O1
→ -2, -0.9, 98*, -13
CN1[C@@H]2c3ccc(-c4cccc(F)c4)c(=O)n3C[C@@H]2[C@@H](CO)[C@@H]1C(=O)NC1CCCCC1
→ 3, 0.3, 94, -2
COc1ccc(-c2ccc3c(c2)O[C@@H](CN(C)CC2CCOCC2)[C@@H](C)CN([C@@H](C)CO)S3(=O)=O)cc1
→ -6, 0.8, 41, -19
O=C(c1cccc(F)c1)N1CC(=O)N2[C@H](CO)[C@H](c3ccc(C#Cc4ccc(F)cc4)cc3)[C@@H]2C1
→ 17, 0.0, ., -15
COc1cccc(NC(=O)C[C@H]2CC[C@H]3[C@@H](COc4ccc(NC(=O)C5CCCCC5)cc4C(=O)N3C)O2)c1
→ -1, 3.0, -6, -24
CN(C)C(=O)C[C@H]1CC[C@H](NC(=O)c2ccc(F)cc2)[C@H](CO)O1
→ ., ., 28, 13
C[C@@H]1CN([C@@H](C)CO)S(=O)(=O)c2ccc(-c3cccnc3)cc2O[C@@H]1CN(C)C(=O)c1ccc2c(c1)OCO2
→ -2, -0.3, -62, 21
CC(=O)N1CCCCN2[C@@H](CO)[C@@H](c3ccc(Br)cc3)[C@@H]2C1
→ -9, 2.4, 74, 37
COc1ccc2c3c(n(C)c2c1)[C@@H](CO)N(CC1CC1)CC31CN(C(C)=O)C1
→ 13, 2.3, ., -24
C[C@H]1CN([C@@H](C)CO)C(=O)c2cc(NC(=O)Cn3cnnn3)ccc2O[C@H]1CN(C)S(C)(=O)=O
→ -3, -0.2, -38, 12
COc1ccc(CN(C)C[C@@H]2OCCCC[C@H](C)Oc3ccc(NS(=O)(=O)c4cn(C)cn4)cc3C(=O)N([C@@H](C)CO)C[C@H]2C)cc1
→ 6, 14, 33, -25
COc1ccccc1NC(=O)N1C[C@@H]2[C@H](c3ccccc31)[C@H](CO)N2C(=O)C1CC1
→ 0, ., 13, -19

(more compounds)
Values run as follows: C diff HTS, KDM4C inh, T cruzi growth, Pf Dd2 inh
COc1ccc(-c2cnc3c(c2)C(=O)N([C@H](C)CO)C[C@H](C)[C@@H](CN(C)Cc2ccccn2)O3)cc1
→ 0, 4.2, -5, -4
C[C@@H]1CN([C@@H](C)CO)S(=O)(=O)c2ccc(-c3ccc(C(=O)N(C)C)cc3)cc2O[C@H]1CN(C)C(=O)Nc1ccccc1F
→ 7, -1.6, ., -4
COc1ccccc1S(=O)(=O)N[C@H]1CC[C@H](CC(=O)N2CCCCC2)O[C@H]1CO
→ 1, 0.8, -17, 23
Cc1ccccc1S(=O)(=O)N1C[C@H](O)COC[C@@H]2O[C@@H](CC(=O)NCc3ccccc3Cl)CC[C@H]21
→ 3&2, 6.8, 52, .
C[C@H](CO)N1C[C@H](C)[C@@H](CN(C)Cc2ccc(F)cc2)Oc2cc(Br)ccc2S1(=O)=O
→ 25, 1.3, 87, -15
CCCN(C)C[C@H]1Oc2cc(C3=CCCC3)ccc2S(=O)(=O)N([C@@H](C)CO)C[C@H]1C
→ ., 2.4, 43, 14
CO[C@@H]1CN(C)C(=O)c2cc(NC(C)=O)ccc2OC[C@H](C)N(S(=O)(=O)c2cn(C)cn2)C[C@H]1C
→ 0, 2.3, ., -10
COc1ccc(S(=O)(=O)Nc2ccc3c(c2)CC(=O)N([C@@H](C)CO)C[C@@H](C)[C@@H](CN(C)C)O3)cc1
→ -4, 0.5, 21, 22
C[C@@H]1CN([C@H](C)CO)C(=O)c2cc(NC(=O)c3ccccc3)ccc2O[C@@H](C)CCCCO[C@@H]1CN(C)S(=O)(=O)c1cn(C)cn1
→ 0, -1.7, -34, -12
CC(=O)NC[C@@H]1[C@@H](c2ccc(C3=CCCC3)cc2)[C@@H](CO)N1C(=O)C1CC1
→ 12, -0.3, ., -7
CC(C)NC(=O)N1[C@H](CO)[C@@H](c2ccccc2)C12CN(C(=O)CN(C)C)C2
→ -2, -0.1, ., 17
C[C@H](CO)N1C[C@H](C)[C@H](CN(C)S(=O)(=O)c2cccc(F)c2)Oc2ncc(C#CC3(O)CCCC3)cc2C1=O
→ 1, -1.3, 39, -29
CO[C@@H]1CN(C)C(=O)c2ccc(NC(=O)c3ccccc3)cc2OC[C@@H](C)N(C(C)=O)C[C@@H]1C
→ 6, 1.0, ., 2
CC(C)NC(=O)Nc1ccc2c(c1)C(=O)N([C@H](C)CO)C[C@H](C)[C@H](CN(C)Cc1ccc(C(=O)O)cc1)OCCCC[C@H](C)O2
→ -1, -0.3, 3, 30
C[C@@H]1CCCCO[C@@H](CN(C)Cc2ccc(C(=O)O)cc2)[C@@H](C)CN([C@H](C)CO)C(=O)c2cc(NS(C)(=O)=O)ccc2O1
→ -6, 0.7, 40, 27
O=C(NCC[C@@H]1CC[C@H](NS(=O)(=O)c2ccc(Oc3ccccc3)cc2)[C@H](CO)O1)C1CC1
→ -7, 0.1, -112, -12
COc1ccc(S(=O)(=O)N(C)C[C@@H]2Oc3ccc(NS(=O)(=O)c4cccs4)cc3CC(=O)N([C@H](C)CO)C[C@H]2C)cc1
→ 2, -0.8, 47, -10
C[C@H]1CN([C@@H](C)CO)C(=O)c2cc(/C=C/c3ccccc3)cnc2O[C@H]1CN(C)C(=O)c1ccc(F)cc1
→ -6, 1.1, ., -56
COCC(=O)N1C[C@@H](C)[C@@H](OC)CN(C)C(=O)c2cc(NS(C)(=O)=O)ccc2OC[C@H]1C
→ ., 0.5, 53, 6
Cc1ccc(S(=O)(=O)N(C)C[C@@H]2OCCCC[C@H](C)Oc3ccc(N(C)C)cc3C(=O)N([C@H](C)CO)C[C@@H]2C)cc1
→ 3, -0.8, 30, -45

Shown as a hit in T cruzi growth (from the list above):
Values run as follows: C diff HTS, KDM4C inh, T cruzi growth, Pf Dd2 inh
CC=Cc1ccc2n(c1=O)C[C@H]1[C@H](CO)[C@@H](C(=O)NCc3ccccc3Cl)N(S(C)(=O)=O)[C@@H]21 (mixture of isomers)
→ -9, 8.8, 107*, .
C[C@@H]1CCCCO[C@H](CN(C)Cc2ccccc2)[C@@H](C)CN([C@@H](C)CO)C(=O)c2cc(NC(=O)c3ccncc3)ccc2O1
→ -2, -0.9, 98*, -13

(list continues)
Values run as follows: C diff HTS, KDM4C inh, T cruzi growth, Pf Dd2 inh
Cc1ccccc1S(=O)(=O)N1CCCCN2[C@@H](CO)[C@@H](c3ccc(-c4ccccc4)cc3)[C@@H]2C1
→ 1, ., 55, -75
COc1ccc(C#Cc2cnc3c(c2)C(=O)N([C@@H](C)CO)C[C@H](C)[C@@H](CN(C)CC2CCCC2)O3)cc1
→ 16, 0.2, 93, -70
CNC[C@H]1Oc2ncc(-c3ccc(OC)cc3)cc2C(=O)N([C@H](C)CO)C[C@@H]1C
→ -1, 0.0, ., -44
CCC(=O)N1[C@@H](CO)[C@H](c2ccc(-c3ccc(C#N)cc3)cc2)C12CN(C(C)=O)C2
→ 1, -3.3, ., 3
C[C@H](CO)N1C[C@H](C)[C@@H](CN(C)S(C)(=O)=O)Oc2c(NC(=O)c3ccncc3)cccc2C1=O
→ -1, 0.2, 20, 18
C[C@@H](NC(=O)C[C@@H]1C=C[C@H](NC(=O)C2CCOCC2)[C@H](CO)O1)c1ccccc1
→ -2, 1.3, 18, -4
COc1ccc(S(=O)(=O)Nc2ccc3c(c2)C(=O)N([C@H](C)CO)C[C@H](C)[C@H](CN(C)S(=O)(=O)c2ccc(F)cc2)O3)cc1
→ 0, -0.5, 72, -56
COc1ccc(CN(C)C[C@@H]2OCCCC[C@@H](C)Oc3ccc(NC(=O)NC4CCCCC4)cc3C(=O)N([C@H](C)CO)C[C@@H]2C)cc1
→ -6, 0.3, -8, 22
CNC[C@H]1Oc2c(NC(=O)c3cc(C)nn3C)cccc2C(=O)N([C@@H](C)CO)C[C@H]1C
→ 3, 0.7, ., 25
CCC(=O)N1CC2(C1)[C@@H](c1ccc(-c3ccc(F)cc3)cc1)[C@@H](CO)N2C(=O)CC
→ -9, 0.1, ., -20
CCCC#Cc1ccc([C@H]2[C@@H](CO)N3C(=O)CN(S(=O)(=O)c4ccccc4C)C[C@H]23)cc1
→ -1, 0.2, ., -58
Cc1noc(C)c1NC(=O)Nc1cccc2c1O[C@H](CN(C)CC1CCCCC1)[C@@H](C)CN([C@H](C)CO)C2=O
→ 3, -1.9, 31, -28
O=C(C[C@@H]1C[C@@H]2c3cc(NC(=O)C4CCOCC4)ccc3O[C@@H]2[C@H](CO)O1)NC1CCCC1
→ ., -2.0, 8, 0
COc1cccc(S(=O)(=O)N2CCCCN3[C@@H](CO)[C@H](c4ccc(-c5ccccc5)cc4)[C@@H]3C2)c1
→ 6, -0.8, 95, -27
COc1ccc(NC(=O)N(C)C[C@H]2Oc3c(NS(=O)(=O)c4cn(C)cn4)cccc3C(=O)N([C@@H](C)CO)C[C@H]2C)cc1
→ 0, 1.6, 12, 8
C[C@@H]1CN([C@@H](C)CO)C(=O)c2cccc(NS(=O)(=O)c3ccccc3)c2O[C@@H]1CN(C)S(=O)(=O)c1ccccc1
→ 0, 0.1, -4, -15
O=C(C[C@@H]1CC[C@@H](NC(=O)Nc2ccc(F)cc2)[C@@H](CO)O1)NCc1cccc(F)c1
→ -1, -1.1, ., .
COc1cccc(S(=O)(=O)N2C[C@@H](O)COC[C@@H]3O[C@@H](CC(=O)Nc4ccccc4)CC[C@H]32)c1
→ 7&6, 0.6, 44, 7
C[C@H]1CN([C@@H](C)CO)C(=O)c2cccc(NC(=O)CCCCCC(=O)Nc3ccccc3N)c2O[C@H]1CN(C)Cc1ccc(-c2ccccc2)cc1
→ -1, -0.6, ., -85*
CCNC(=O)C[C@@H]1CC[C@H]2[C@H](COc3ccc(NS(C)(=O)=O)cc3C(=O)N2C)O1
→ -1, 0.1, 31, 1

Of the compounds above, 2 contain bromine.
Values run as follows: C diff HTS, KDM4C inh, T cruzi growth, Pf Dd2 inh
CC(=O)N1CCCCN2[C@@H](CO)[C@@H](c3ccc(Br)cc3)[C@@H]2C1
→ -9, 2.4, 74, 37
C[C@H](CO)N1C[C@H](C)[C@@H](CN(C)Cc2ccc(F)cc2)Oc2cc(Br)ccc2S1(=O)=O
→ 25, 1.3, 87, -15

Later entries:
Values run as follows: C diff HTS, KDM4C inh, T cruzi growth, Pf Dd2 inh
CCCN1C[C@@H](C)[C@@H](OC)CN(C)C(=O)c2cc(NC(=O)c3cccc(F)c3)ccc2OC[C@H]1C
→ -2, 0.4, -7, 21
C[C@@H]1CN([C@H](C)CO)C(=O)CCCn2cc(nn2)CO[C@H]1CN(C)Cc1cccc2c1OCCCO2
→ ., 1.3, -9, 3
Cc1ccc(S(=O)(=O)N(C)C[C@H]2Oc3c(NC(=O)c4ccc(-c5nccs5)cc4)cccc3C(=O)N([C@@H](C)CO)C[C@H]2C)cc1
→ -25, -3.1, 64, -40
N#C[C@H]1[C@@H](c2ccc(-c3ccncc3)cc2)[C@@H](CO)N1C(=O)C1CCCC1
→ 3, 0.9, 81, 32
C[C@@H]1CN([C@H](C)CO)C(=O)c2cccc(NC(=O)Nc3cccc4ccccc34)c2O[C@@H]1CN(C)C(=O)Nc1ccc(F)cc1
→ 5, -2.5, 83, -95*
Cc1noc(C)c1NC(=O)N(C)C[C@@H]1OCCCC[C@@H](C)Oc2ccc(NC(=O)Nc3ccc(F)cc3)cc2C(=O)N([C@@H](C)CO)C[C@H]1C
→ -13, 13, -42, 11
CO[C@@H]1CN(C)C(=O)c2cc(NC(=O)c3ccccc3F)ccc2OC[C@@H](C)N(CC2CCOCC2)C[C@@H]1C
→ ., 0.3, -6, -8
